Compound activity from PubChem.
PRMT1 FP inh: blocks human protein arginine methyltransferase 1; AID 652257; recombinant PRMT1, activity-based probe fluorescence polarization; 1.3% of 370,000 active; Q99873; inhibition, % at 2.79 µM;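 active = inhibition above about 21% made by adding two undisclosed values, limit read from the data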
UHRF1 MBD2 ctr: blocks human UHRF1 binding to methylated DNA; Q96T88; UHRF1 binding to methylated oligo, TR-FRET; inhibition, % at 4.4 µM; 0.75% of 370,000 active; in the data active = inhibition above about 21%;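 note: UHRF1 SRA domain binding a hemimethylated CpG hairpin DNA probe; 0% = median of test compound wells and 100% = reference inhibitor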
LEDGF integ inh: blocks HIV-1 LEDGF/p75-dependent DNA integration; TR-FRET IN-LEDGF/p75 DNA integration, Eu/Cy5; inhibition, % at 3.7 µM; 0.64% of 370,000 active; AID 743269;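 active = inhibition above the screen-wide mean plus 3 SD, cut at about 13% in these data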;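 note: signal is the Cy5 over europium emission ratio at 671 and 618 nm; 0% = plate median of compound wells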
TCR CD3 inh: blocks the human TCR-CD3 interaction | TAMRA-labeled TCR probe fluorescence, biochemical | inhibition, % at 9.4 µM | 0.37% of 360,000 active; in the data active = inhibition above about 19%;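 note: recombinant mutant TCR 2C K166C tagged with TAMRA read by polarization; 0% = receptor in buffer alone and 100% = receptor with positive control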
HTRA1 inhibitor: inhibitors of human serine peptidase HTRA1. AID 504803. inhibition, % at 5.96 µM. 0.5% of 340,000 active. Q92743. recombinant HTRA1, FP-rhodamine activity-based probe, fluorescence polarization; in the data active = inhibition above about 36%;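 note: 0% = enzyme with DMSO and 100% = wells lacking enzyme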
ABHD4 inh: ABHD4 (mouse) inhibition, primary FP screen; purified mABHD4, FP-Rh probe fluorescence polarization; inhibition, % at 8.92 µM; 0.54% of 370,000 active;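 active = inhibition exceeding the mean over every tested compound plus 3 SD, cut at about 30% in these data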;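 note: 0% = plate median of compound wells and 100% = S159A mutant with DMSO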
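Test system: mABHD4 protein; Read-out basis: % inhibition; Incubation: 45 min + 60 min at 25 °C; Repeats: single replicate; Technique: fluorescence polarization with parallel and perpendicular emission, 525/598 nm; Compound: 8.92 µM, single dose; Benchmarks: full inhibition S159A mutant plus DMSO, zero as sample-well median.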
PG9 binder: PG9 antibody binding by small molecule; TR-FRET gp120-PG9 antibody binding; inhibition, % at 6.7 µM; 0.43% of 360,000 active; in the data active = inhibition above about 8.5%
DDE Tn7 FP inh: DD(E)-Tn7 binding inhibition, primary FP screen | P02675 | FP displacement of FITC-Tn7 peptide from fibrin DD(E); 0% = median of compound wells per plate | inhibition, % at 8.3 µM | 0.13% of 370,000 active | AID 720508;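 active = inhibition above the mean of compounds falling within the control limits plus 3 SD of them, cut at about 14% in these data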;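 note: 0% = plate median of compound wells and 100% = 10 µM Aha-Tn7 peptide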
Target sequence (P02675 whole entry, looked up): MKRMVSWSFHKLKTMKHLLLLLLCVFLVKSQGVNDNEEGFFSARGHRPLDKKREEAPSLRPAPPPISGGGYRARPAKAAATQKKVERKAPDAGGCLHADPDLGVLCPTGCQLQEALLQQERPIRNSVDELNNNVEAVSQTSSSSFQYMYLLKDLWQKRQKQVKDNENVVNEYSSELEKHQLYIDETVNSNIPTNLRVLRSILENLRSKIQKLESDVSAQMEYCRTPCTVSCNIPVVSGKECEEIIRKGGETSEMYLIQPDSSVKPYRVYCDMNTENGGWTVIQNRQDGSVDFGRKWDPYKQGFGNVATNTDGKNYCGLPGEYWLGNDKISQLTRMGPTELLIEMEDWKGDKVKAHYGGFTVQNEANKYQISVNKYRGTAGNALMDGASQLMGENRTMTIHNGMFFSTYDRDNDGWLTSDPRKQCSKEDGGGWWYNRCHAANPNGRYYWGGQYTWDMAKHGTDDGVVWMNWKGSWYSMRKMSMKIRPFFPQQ
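system = human fibrin DD(E) protein | quantity = DD(E) 2 µM final | medium = Tris/NaCl/CaCl2 buffer, pH 7.8 | also added = labelled Tn7 tracer, 0.1 µM | compound dosing = single point at 8.3 µM | timing = compound with protein 10 min, then 3 h after probe, room temperature | signal = FP measurement | benchmarks = Aha-Tn7 high control | repeats = one replicate per compound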
TDP2 inh: TDP2 (human) inhibition, absorbance primary screen; 0.34% of 370,000 active; AID 720702; recombinant TDP2, T5PNP hydrolysis, p-nitrophenol absorbance 415 nm; inhibition, % at 12.8 µM;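 active = inhibition above the mean of all tested compounds plus 3 SD, set per campaign, cut at about 25% in these data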;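 note: 0% = DMSO with enzyme and 100% = buffer with substrate but no TDP2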
Target sequence (O95551 whole entry, looked up): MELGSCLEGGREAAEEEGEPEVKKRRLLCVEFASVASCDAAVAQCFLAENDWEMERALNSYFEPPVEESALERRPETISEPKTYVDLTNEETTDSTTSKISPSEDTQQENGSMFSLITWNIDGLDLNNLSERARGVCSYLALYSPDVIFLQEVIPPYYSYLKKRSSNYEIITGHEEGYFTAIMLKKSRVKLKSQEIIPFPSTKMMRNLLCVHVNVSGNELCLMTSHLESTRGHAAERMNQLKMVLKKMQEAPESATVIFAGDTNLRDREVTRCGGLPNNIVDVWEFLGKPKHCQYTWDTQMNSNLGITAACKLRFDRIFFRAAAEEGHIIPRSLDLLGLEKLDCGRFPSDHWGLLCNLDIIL
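Test system: Human TDP2 enzyme | Reagent: 5 mM T5PNP | Compound dosing: 12.8 µM single point, 1% DMSO | Incubation: Enzyme reaction with compound for 2 h at 37 °C | Technique: p-Nitrophenol epi absorbance | Read-out: % inhibition relative to enzyme-containing and enzyme-free wells | Benchmarks: High control without enzyme, low control DMSO plus TDP2 | Replicates: Singlicate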
SIAE inh: blocks human sialic acid acetylesterase; SIAE FP-Rh probe binding, fluorescence polarization; inhibition, % at 9.66 µM; 0.69% of 370,000 active; AID 1053197;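 active = inhibition above a cutoff: mean of compounds within the control limits plus 3 SD of those, cut at about 17% in these data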;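 note: 0% = plate median of compound wells and 100% = probe without SIAE protein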
* hit, by the source's call; · = no result given.

SMILES	PRMT1 FP inh	UHRF1 MBD2 ctr	LEDGF integ inh	TCR CD3 inh	HTRA1 inhibitor	ABHD4 inh	PG9 binder	DDE Tn7 FP inh	TDP2 inh	SIAE inh
Cc1noc(C)c1C(=O)OCC(=O)N(C)C1CCS(=O)(=O)C1 (stereo not given)	4	4	-3	-4	2	-1	0.3	6	0	1
O=C(NCC(=O)N(Cc1ccc(F)cc1)C(C(=O)NC1CCCC1)c1ccco1)c1ccco1 (stereo not given)	0	1	1	1	-9	1	1.9	1	-6	-4
COc1ccc(NC(=O)C(c2ccc(C)cc2)N(C)C(=O)c2cnccn2)cc1 (stereo not given)	0	-1	2	-2	4	-2	-0.4	-2	8	2
CC(C)CC(=O)Nc1ccc(C(=O)CN2CCC(C)CC2)cc1	4	2	2	-10	-1	-7	-1.9	-3	1	-7
Cc1ccc(C(=O)NCCCNc2ccccc2[N+](=O)[O-])cc1	0	-7	2	4	-3	3	-1.9	-3	-9	-10
COc1ccc(CN(C(=O)c2nsc(Cl)c2Cl)C(C(=O)NC2CCCCC2)c2ccc(OC)cc2)cc1 (stereo not given)	1	3	1	-2	-47	-14	-0.9	-7	-11	-4
COc1cc2cc(C(c3nnnn3C3CCCC3)N(C)C3CCCCC3)c(=O)[nH]c2cc1OC (stereo not given)	-4	-2	-1	2	3	8	-1.5	0	7	3
COc1ccccc1C(=O)Nc1ccc2c(c1)nc1n2CCN(C2CCCCC2)C1	0	-3	9	6	-16	-6	-2.1	1	12	-10
CCC1(C)Cc2c(sc3[nH]c(=O)[nH]c(=O)c23)CS1 (stereo not given)	3	0	-4	-3	4	11	-1.8	-5	3	-1
CCc1ccc2c(c1)C1(SC(NC(C)=O)=NN1C(C)=O)C(=O)N2C(C)C (stereo not given)	0	2	-3	-5	3	3	0.5	7	1	-3
CCOc1cc(/C=N/NC(=O)C(=O)NC)cc(Br)c1O	1	-2	-6	9	-2	6	-11	1	-12	12
CC(C)(C)C(=O)Nc1ccc(Cc2ccncc2)cc1	-2	-1	0	4	10	0	0.2	-1	9	4
Cc1ccccc1-n1nc(C(=O)O)c(C)c(C#N)c1=O	-2	2	-1	1	-1	5	-1.7	-1	6	6
Nc1[nH]c(C(=O)c2ccccc2)c(-c2ccc(Cl)cc2)c1C(=O)NCc1ccccc1	-1	-1	-1	-2	·	7	-0.6	4	-6	-7
Cc1cc(C)nc(NS(=O)(=O)c2ccc(NC(=O)Cc3ccccc3F)cc2)n1	-1	0	0	8	2	-10	-1.0	6	-5	-2
CN(CCCCN1CCOCC1)Cc1nc(-c2ccc3c(c2)OCO3)no1	-1	-2	-2	8	0	-3	0.0	3	-4	-1
O=C(COC(=O)c1cc([N+](=O)[O-])ccc1Cl)NCCc1ccccc1	6	-1	0	-3	-3	3	1.3	-8	1	-6
Cc1ccc(NC(=O)COC(=O)C2CSC3(C)CCC(=O)N23)c(C)c1 (stereo not given)	4	-2	-2	0	9	7	-1.4	0	4	-2
Cc1ccc(S(=O)(=O)N2CCOCC2)cc1C(=O)OCc1nnc(-c2ccccc2)o1	0	-2	1	2	-2	-6	-0.1	-1	12	-8
Cc1ccc(N(C(=O)c2ccc(Br)o2)C2C=CS(=O)(=O)C2)cc1 (stereo not given)	-4	-1	-2	4	-2	0	2.1	7	5	5
O=C(c1cccc(C(=O)N2CCN(c3ncccn3)CC2)c1)N1CCN(c2ncccn2)CC1	-3	1	-6	-3	4	-2	0.6	-1	0	3
CCOC(OCC)c1cn(Cc2ccc3c(c2)C(=O)c2ccccc2C3=O)nn1	0	-2	4	7	·	14	-0.2	4	-7	2
O=C(/C=C1\NC2(CCCC2)Cc2ccccc21)N1CCOCC1	27*	0	-1	6	1	0	1.5	-4	5	2
CCCCNS(=O)(=O)c1cccc(S(=O)(=O)N2CCCC2)c1	0	7	-4	3	1	-12	1.5	2	-11	-6
CC(C)Cn1c(N)c(C(=O)CSc2ncccn2)c(=O)n(C)c1=O	58*	2	-7	-7	-5	-6	3.7	0	-7	-6
Additional records follow.
SMILES	PRMT1 FP inh	UHRF1 MBD2 ctr	LEDGF integ inh	TCR CD3 inh	HTRA1 inhibitor	ABHD4 inh	PG9 binder	DDE Tn7 FP inh	TDP2 inh	SIAE inh
Cc1ccc2[nH]c(C)c(CCNC(=O)NC3CCCCC3)c2c1	6	2	0	-7	-3	-6	-1.1	0	-7	8
CC(C)NC(=O)COc1coc(CN2CCN(C(=O)c3ccco3)CC2)cc1=O	3	2	-2	-7	-4	9	-0.4	-7	-1	5
O=C1NC[C@H](Cc2ccc(O)cc2)N(C[C@@H]2CCCN2C[C@H](Cc2ccccc2)N2C[C@H](Cc3ccc(O)cc3)N(CC3CCCCC3)C(=O)C2=O)C1=O	-2	18	7	3	·	3	0.7	-6	-2	-1
CCn1cc(C(=O)NCCCOC)c(=O)c2cc(S(=O)(=O)N(C)C3CCCCC3)ccc21	8	1	-3	-11	4	8	-1.1	-3	2	4
O=C(c1cc(-c2ccc(Cl)cc2)n(-c2ccc(Cl)c(Cl)c2)n1)N1CCOCC1	-3	0	-1	4	-6	-2	0.2	6	0	3
CCCCCC(=O)Nc1ccc2oc(-c3ccncc3)nc2c1	-3	-1	1	-7	-2	-6	2.3	1	8	2
Cc1cccc(-c2nnc(SCc3ccc(C#N)cc3)n2Cc2ccco2)c1	2	-2	13	5	-8	0	-2.3	-1	-4	2
Cc1onc(-c2ccccc2Cl)c1C(=O)OCC(=O)c1ccccc1	1	1	-2	8	-32	-5	0.9	-2	3	-5
COc1ccc(CNc2nc(=S)[nH]c3cc(OC)c(OC)cc23)cc1	3	1	-1	-1	-5	3	2.0	2	1	2
CCOC(=O)c1nc(-c2ccc3c(c2)OCO3)[nH]c1C	-3	-3	3	1	2	2	-0.6	-10	3	5
CCN(CC)S(=O)(=O)c1cccc(-c2nnc(SCC(=O)NC)n2N)c1	-2	0	1	3	-1	-5	-4.5	0	-14	2
CCOC(=O)c1c(-c2ccc(OC)cc2)oc2cc(Br)c(O)cc12	1	1	-1	6	-16	11	0.3	-1	-2	2
CC(=O)c1sc(N/N=C/c2cccc([N+](=O)[O-])c2)nc1C	-8	-2	0	7	4	4	-1.4	-7	-12	-3
CCCCn1c(N)c(N(CCOC)C(=O)C2CCN(C(=O)c3ccc(Cl)cc3)CC2)c(=O)[nH]c1=O	-10	0	0	-3	-2	1	-0.4	-4	-1	-4
CCOC(=O)C(C)Sc1nc(=O)n2cccc(C)c2n1 (stereo not given)	-2	-5	1	1	3	1	-0.1	-8	-14	-3
O=C(COC(=O)c1cccs1)NCc1ccc2c(c1)OCO2	-5	1	1	2	-2	-10	-0.3	2	-17	-6
CC[C@]12c3[nH]c4cc(CCC(=O)N(C)C)ccc4c3CCN1C(=O)[C@@H](CC(=O)NCc1cccc(C(F)(F)F)c1)C[C@@H]2C(=O)N1CCN(C(=O)c2ccco2)CC1	-2	-1	4	2	2	5	0.4	-2	-2	3
COc1cccc(N2[C@@H](CC(=O)O)c3ccccc3S2(=O)=O)c1	2	2	0	1	-1	-3	-1.5	1	-9	-3
Oc1c(C(Nc2nccs2)c2ccc(C(F)(F)F)cc2)ccc2cccnc12 (stereo not given)	-5	-7	1	5	43*	7	0.7	-3	-8	-1
O=C(CN1CCN(C(=O)c2cccc(F)c2)CC1)Nc1ccccc1F	-1	-2	-1	7	-5	2	-0.4	-10	-3	-2
Cc1ccc(N2C(=O)N(CC(=O)Nc3ccc(C)cc3Cl)C(=O)C2C)cc1 (stereo not given)	-1	1	0	1	-1	-10	0.9	-6	-29	-11
Cc1cc(C)c(NC(=O)COC(=O)Cc2ccsc2)c(C)c1	-2	3	4	1	-4	-2	-1.4	0	-9	5
CC(=O)Nc1cccc(C(=O)OC(C)C(=O)Nc2ccc(S(=O)(=O)N3CCCC3)cc2)c1 (stereo not given)	-3	-1	-1	5	-6	0	-0.6	9	6	-3
CN(C)c1ccc(/C=N/NC(=O)CCC(=O)NCc2ccccc2)cc1	0	-1	-4	4	2	0	-4.9	5	-4	10
CCCCN(CCCNC(=O)C1CCCN(S(=O)(=O)CCC)C1)Cc1ccccc1 (stereo not given)	-1	-1	-1	0	2	-4	-1.0	10	2	-2

Record cards, as listed above. Screens in order: PRMT1 FP inh, UHRF1 MBD2 ctr, LEDGF integ inh, TCR CD3 inh, HTRA1 inhibitor, ABHD4 inh, PG9 binder, DDE Tn7 FP inh, TDP2 inh, SIAE inh
Entry for CCOC(=O)C(C)Sc1nc(=O)n2cccc(C)c2n1 (stereo not given) : -2, -5, 1, 1, 3, 1, -0.1, -8, -14, -3
Entry for Cc1ccc(N2C(=O)N(CC(=O)Nc3ccc(C)cc3Cl)C(=O)C2C)cc1 (stereo not given) : -1, 1, 0, 1, -1, -10, 0.9, -6, -29, -11
Entry for O=C1NC[C@H](Cc2ccc(O)cc2)N(C[C@@H]2CCCN2C[C@H](Cc2ccccc2)N2C[C@H](Cc3ccc(O)cc3)N(CC3CCCCC3)C(=O)C2=O)C1=O : -2, 18, 7, 3, ·, 3, 0.7, -6, -2, -1
Entry for CCOC(=O)c1c(-c2ccc(OC)cc2)oc2cc(Br)c(O)cc12 : 1, 1, -1, 6, -16, 11, 0.3, -1, -2, 2

Next part:
SMILES	PRMT1 FP inh	UHRF1 MBD2 ctr	LEDGF integ inh	TCR CD3 inh	HTRA1 inhibitor	ABHD4 inh	PG9 binder	DDE Tn7 FP inh	TDP2 inh	SIAE inh
C[C@@H]1C(c2cccc(Cl)c2)=NN(c2ccccc2)[C@H]1C(=O)N1CCOC1=O	2	1	-4	-1	7	7	-0.2	0	-3	0
COc1cc(/C=C(\C#N)C(=O)NC(C)C)ccc1OCc1ccc(C(=O)O)cc1	1	1	-2	-1	1	-15	-0.8	1	-4	11
CCOc1ccc(NC(=O)N2CC=C(n3c(=O)[nH]c4ccccc43)CC2)cc1	2	1	-1	-10	-4	-1	3.2	2	3	7
COc1ccccc1N(CC(=O)NC(C)(C)C)C(=O)Cn1nnc(-c2ccc(C)o2)n1	6	5	1	2	1	3	-0.1	-6	7	2
COc1cc(OC)c(C(=O)OCC(=O)NC23CC4CC(CC(C4)C2)C3)cc1OC	2	0	-2	-8	-1	2	0.7	0	11	5
Cc1c(C=O)c(C=O)c(C)n1Cc1ccccc1	3	31*	22*	-3	6	19	-1.9	2	25*	0
Nc1nc(Nc2ccccc2F)nc(N2CCOCC2)c1[N+](=O)[O-]	2	0	-2	-11	-8	1	-1.2	8	0	-4
Cc1ccc(Sc2ncccc2NC(=O)c2ccccc2Cl)cc1	-5	-1	-5	-3	·	-6	-0.9	3	7	4
CCCC1=Nc2cc(C(=O)N3CCC(C(N)=O)CC3)ccc2Sc2ccccc21	3	3	-3	-8	-8	-5	1.4	3	-8	-3
O=S1(=O)CCN2C(Cc3ccc(SC(F)F)cc3)=CSC2=N1	7	-2	1	11	-3	1	2.2	1	1	-1
COc1ccc(-n2cnc3cc(NS(=O)(=O)c4ccccc4)ccc32)cc1	3	6	-3	3	-16	-6	0.0	-2	-6	2
